Assay outcomes deposited in PubChem by National Center for Advancing Translational Sciences (NCATS).
G9a block: qHTS Assay for Inhibitors of Histone Lysine Methyltransferase G9a; Histone-lysine N-methyltransferase EHMT2 (Homo sapiens), Q96KQ7; AID 504332, 2011; G9a H3K9 monomethylation, AlphaScreen, 2 h; Potency, µM (doses to about 102 µM), for the others: at the highest dose activity, negative = inhibition, actives largely listed as inhibitors; actives 8.8% (n = 350,000); note: potency is the fitted concentration of half-maximal effect; % is set by controls: 0 for no effect and ±100 for the full control effect; nearly all actives have a fitted effect of over 75% in size
Target sequence (Q96KQ7 913-1193 limits assumed): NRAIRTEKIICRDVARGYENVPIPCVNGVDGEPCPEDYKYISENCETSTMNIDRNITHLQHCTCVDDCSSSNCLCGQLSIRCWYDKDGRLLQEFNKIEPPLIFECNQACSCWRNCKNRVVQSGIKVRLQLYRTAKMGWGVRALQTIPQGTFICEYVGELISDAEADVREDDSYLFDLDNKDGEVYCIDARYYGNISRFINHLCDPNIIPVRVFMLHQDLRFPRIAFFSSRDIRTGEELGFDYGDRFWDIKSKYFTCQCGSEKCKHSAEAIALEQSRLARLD
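Chemiluminescent proximity detection of H3K9 monomethylation, read after 10 min bead incubation in the dark. Reaction: 20 nM G9a, 500 nM biotin-H3K9 peptide, 20 uM SAM cofactor, 2 h, room temperature, following 15 min enzyme-compound preincubation.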
RGS4 inh: Inhibitors of Regulator of G Protein Signaling (RGS) 4: qHTS; Transcreener GDP fluorescence polarization, RGS4-accelerated GTP hydrolysis; Potency, µM (series often up to 114 µM), inactives show at the top dose activity change, negative = inhibition, actives largely listed as inhibitors; actives 0.039% (n = 390,000); note: potency is the fitted concentration of half-maximal effect; % is set by controls: 0 for no effect and ±100 for the full control effect; nearly all actives have a fitted effect of over 75% in size; some results filed as inactive show a strong effect at the top dose
Target sequence (P49798 whole entry, looked up): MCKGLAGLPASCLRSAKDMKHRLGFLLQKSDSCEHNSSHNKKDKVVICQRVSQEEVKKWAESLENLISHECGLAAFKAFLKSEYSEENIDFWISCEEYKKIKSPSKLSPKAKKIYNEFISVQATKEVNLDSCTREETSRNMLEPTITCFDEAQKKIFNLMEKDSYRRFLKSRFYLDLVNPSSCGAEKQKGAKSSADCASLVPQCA
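MLSMR compounds (23 nl, pin-transferred) preincubated 10 min at room temperature with a 500nM (2x) first reagent, then RGS4 at 900nM (2x) plus Transcreener GDP mix added; fluorescence polarization (620/688 nm) read before and after 90 min at 30 °C.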
ALOX12 inh: Primary qHTS assay for inhibitors of human arachidonate 12S-lipoxygenase (ALOX12): Round 2; purified 12hLO, xylenol orange hydroperoxide absorbance; Potency, µM (titrated, usually from 108 µM), without a hit: at the highest dose activity change, negative = inhibition, actives largely listed as inhibitors; actives 1.1% (n = 580,000); note: potency is the fitted concentration of half-maximal effect; % is set by controls: 0 for no effect and ±100 for the full control effect
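Purified human 12hLO (150 nM final) in 25 mM Hepes, 0.01% Triton X-100, pH 7.0 was preincubated 15 min at room temperature with compound. Then 40 uM arachidonic acid was added, 30 min. Hydroperoxide was read by Fe-XO absorbance ratio 573/405 nm.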
GLS inhibitor: qHTS for Inhibitors of Glutaminase (GLS). Potency, µM (highest dose often 45.5 µM), inactives show at the highest dose activity change, negative = inhibition, hits mostly inhibitors. Glutaminase kidney isoform, mitochondrial (Homo sapiens), O94925. GLS enzymatic activity, qHTS titration. AID 624170, 2012. actives 0.21% (n = 410,000); note: potency is the fitted concentration of half-maximal effect; % is set by controls: 0 for no effect and ±100 for the full control effect
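Human kidney-isoform GLS in 45 mM KH2PO4 pH 8.2, 0.02% Tween-20, with compound, started with 1mM L-Glutamine (added stock). Glutamate oxidase/HRP/Amplex red coupled fluorescence read at start and after 30 min at RT.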
HP1b binding inh: HTS for Inhibitors of HP1-beta Chromodomain Interactions with Methylated Histone Tails; Chromobox protein homolog 1 (Homo sapiens), P83916; AlphaScreen HP1-beta / biotin-H3K9me3 peptide binding; Potency, µM (series often up to 114 µM), without a hit: at the highest dose activity change, negative = inhibition, hits mostly inhibitors; actives 0.56% (n = 390,000); note: potency is the fitted concentration of half-maximal effect; nearly all actives have a fitted effect of over 70% in size; inactives centre near 23
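Compound inhibition of the preformed complex between 50 nM HP1-beta and 50 nM biotinylated H3K9me3 peptide was read by AlphaScreen. Buffer was PBS pH 7.4 with 0.01% Tween-20. Incubations ran 30 min at room temperature, with 10 ug/mL donor/acceptor beads.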
JMJD2A Tudor inh: qHTS Assay for Inhibitors of JMJD2A-Tudor Domain | Lysine-specific demethylase 4A (Homo sapiens), O75164 | AlphaScreen JMJD2A-Tudor / H3K4me3 peptide binding | Potency, µM (doses to about 114 µM), inactives show top-dose activity change, negative = inhibition, usual class: inhibitors | actives 4.4% (n = 390,000); note: potency is the fitted concentration of half-maximal effect; % is set by controls: 0 for no effect and ±100 for the full control effect; nearly all actives have a fitted effect of over 50% in size
ERG-DNA inh: qHTS for Small Molecule Inhibitors of the ERG Ets/DNA interaction; Potency, µM (titrated, usually from 76.9 µM), without a hit: at the highest dose FP activity, negative = inhibition, most hits filed as inhibitors; actives 0.028% (n = 370,000); fluorescence polarization, His-ERG Ets domain / labelled DNA; active = well fitted inhibition curve with a large enough effect in the polarisation, with a control signal flat; inconclusive = small, poorly fitted or top-dose-only effect, or effect the other way, or a change in a side signal; inactive = no such curve, though single readings can be large or run the other way; the % refers to the polarisation;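 note: polarization taken with two DNA probes labelled with fluorescein and Texas red; potency is the fitted concentration of half-maximal effect; % of control where 0% means no effect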
Target sequence (P11308 whole entry, looked up, the tested form may be a part): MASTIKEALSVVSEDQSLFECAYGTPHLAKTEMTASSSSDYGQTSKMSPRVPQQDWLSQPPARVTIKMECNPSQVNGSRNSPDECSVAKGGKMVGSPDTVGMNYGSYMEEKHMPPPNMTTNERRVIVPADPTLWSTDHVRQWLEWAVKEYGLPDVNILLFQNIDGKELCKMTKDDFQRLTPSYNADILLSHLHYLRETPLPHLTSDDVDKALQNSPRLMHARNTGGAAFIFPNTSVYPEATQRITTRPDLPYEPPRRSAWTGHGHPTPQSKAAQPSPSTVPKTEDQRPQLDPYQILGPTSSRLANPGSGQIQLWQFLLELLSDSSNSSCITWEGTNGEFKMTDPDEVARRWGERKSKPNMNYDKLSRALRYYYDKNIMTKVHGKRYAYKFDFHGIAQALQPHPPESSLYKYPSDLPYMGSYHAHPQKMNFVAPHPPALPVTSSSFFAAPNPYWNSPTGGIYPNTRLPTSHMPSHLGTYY
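His-tagged ERG Ets domain (1 uM in the protein solution; 300mM KCl, 50mM Tris-HCl, 1mM EDTA, 1mM DTT, pH 7.5) received compound, then a probe mix of 5 nM fluorescein-DNA and 100nM Texas-615-DNA. Fluorescence polarization was read for both dyes.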
PI4K2A inh: qHTS for small molecular inhibitors of PI4K2A; Phosphatidylinositol 4-kinase type 2-alpha (Homo sapiens), Q9BTU6; purified PI4K2A, ADP-Glo luminescence, 1 h; active compounds read low; activity change, negative = inhibition, % at 76.9 µM; actives 0.13% (n = 420,000); AID 1346378, 2018; in the data active = activity change below about -50%; inconclusive = mostly about -30% to -49%;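 note: -100% = wells without enzyme as full effect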
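ADP-Glo luminescence measured ADP generated by PI4K2A enzyme (4 ug/mL before mixing) with 1.2 mM PI substrate (pre-mix) and 300 microM ATP (pre-mix). Tris pH7.5 buffer with MgCl2, Triton X-100; 1 h reaction at ambient temperature.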
BAZ2B inh: qHTS Assay for Inhibitors of BAZ2B; actives 4.4% (n = 360,000); AID 504333, 2011; Potency, µM (series often up to 114 µM), without a hit: at the top dose activity change, negative = inhibition, most hits filed as inhibitors; AlphaScreen BAZ2B-H3K14Ac peptide displacement; Bromodomain adjacent to zinc finger domain protein 2B (Homo sapiens), Q9UIF8; note: potency is the fitted concentration of half-maximal effect; % is set by controls: 0 for no effect and ±100 for the full control effect; nearly all actives have a fitted effect of over 60% in size
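BAZ2B (50 nM) with biotin-H3(5-23)K14Ac peptide (50 nM) in PBS pH 7.4, 0.01% Tween-20, preformed 30 min, then compound 30 min at room temperature; top concentration 110uM. AlphaScreen streptavidin donor/nickel chelate acceptor beads (10 ug/mL final), 20 min dark, signal read.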
An asterisk follows results filed as active; ? = inconclusive; . = no result given; & = joins results of further samples; [ ] = remark or other dose. Unless noted, calls come from the whole dose curve; as a rule, active = well fitted curve in the direction sought with a large enough effect; inconclusive = small, poorly fitted or top-dose-only effect, or another doubt; inactive = no such curve, though single readings can be large; an effect the other way counts as inactive or inconclusive. Only part of the results is shown; the hit share may differ from the screen's.

Every second line gives: G9a block	RGS4 inh	ALOX12 inh	GLS inhibitor	HP1b binding inh	JMJD2A Tudor inh	ERG-DNA inh	PI4K2A inh	BAZ2B inh
CCOC(=O)C1CCN(C(=O)C(=O)N2CCC(C(=O)OCC)CC2)CC1
 : 6%[12.7 µM]	4%	10%	-11%	24%	1%	.	2	17%
Cc1ccnc(Nc2nc(-c3ccc(O)c(O)c3)cs2)c1
 : 28µM*	?	0%	?	?	56µM*	-6%	-2	40µM*
CCn1cc(CN2CCN(Cc3ccsc3)C(CCO)C2)cn1 (stereo unspecified)
 : 9%	-4%	-7%	-4%	38%	1%	-8%	0	-3%
COc1cc(/C=C(\C#N)c2ccccn2)ccc1OCC(=O)Nc1c(Cl)cccc1Cl
 : -15%[59 µM]	1%	-22%	0%	23%	-1%	-15%	-2	1%
Cc1ccc(C2CC(=O)N(Cc3ccc(F)cc3)c3c2c(C)nn3-c2nc(C)cc(C)n2)cc1 (stereo unspecified)
 : -22%[59 µM]	-6%	-4%	0%	45%[activator]	-16%	-7%	2	-14%
COc1ccc(C)cc1NC(=O)Nc1cccc(-c2noc(C)n2)c1
 : 10%[59 µM]	-3%	-26%	-3%	25%[57 µM]	-4%	22%	1	1%
COc1ccccc1CNS(=O)(=O)c1ccc2c(c1)CC(=O)N2C
 : -1%	-1%&-4%	-28%&2%	1%&2%	24%&24%	-11%&3%	8%&13%	-1&0	-9%&3%
COc1ccc(NC(=O)CCNS(=O)(=O)c2ccc3c(c2)CCCC(=O)N3)cc1Cl
 : -13%[59 µM]	8%	-9%	-10%	12%	2%	0%	2	0%[57.1 µM]
Oc1ccccc1C=NCCN1CCN(CCN=Cc2ccccc2O)C1c1ccccc1O (stereo unspecified)
 : .	-6%	18%	23%	13%[57 µM]	22µM*	0%	-14	.
CCOC(=O)c1ccc(NC(=O)N2CCCCCC2)cc1
 : 50%	-10%	5%	0%	11%	-12%	6%	-4	-3%

By substructure, the entries above containing a carbonyl joined to an NH by a bond outside any ring.
Every second line gives: G9a block	RGS4 inh	ALOX12 inh	GLS inhibitor	HP1b binding inh	JMJD2A Tudor inh	ERG-DNA inh	PI4K2A inh	BAZ2B inh
COc1cc(/C=C(\C#N)c2ccccn2)ccc1OCC(=O)Nc1c(Cl)cccc1Cl
 : -15%[59 µM]	1%	-22%	0%	23%	-1%	-15%	-2	1%
COc1ccc(C)cc1NC(=O)Nc1cccc(-c2noc(C)n2)c1
 : 10%[59 µM]	-3%	-26%	-3%	25%[57 µM]	-4%	22%	1	1%
COc1ccc(NC(=O)CCNS(=O)(=O)c2ccc3c(c2)CCCC(=O)N3)cc1Cl
 : -13%[59 µM]	8%	-9%	-10%	12%	2%	0%	2	0%[57.1 µM]
CCOC(=O)c1ccc(NC(=O)N2CCCCCC2)cc1
 : 50%	-10%	5%	0%	11%	-12%	6%	-4	-3%

(cont.)
Every second line gives: G9a block	RGS4 inh	ALOX12 inh	GLS inhibitor	HP1b binding inh	JMJD2A Tudor inh	ERG-DNA inh	PI4K2A inh	BAZ2B inh
Cn1c(=O)oc2cc(S(=O)(=O)NC(Cc3ccccc3)C(=O)NCc3ccccc3Cl)ccc21 (stereo unspecified)
 : 4%[59 µM]	-27%	?	-3%	42%[activator]	6%	2%	-4	1%[57.1 µM]
Cc1ccccc1C(=O)NCCCNC(=O)c1ccccn1
 : 50µM*	13%	2%	-11%	24%	-6%	-3%	0	-28%
CN(Cc1nc2ccccc2c(=O)[nH]1)C(=O)c1ccc(S(=O)(=O)N2CCCC2)cc1
 : 15%[59 µM]	-4%	6%	-2%	25%	-6%	-4%	-2	2%
O=C(CSc1nnc(SCc2ccc(Cl)cc2)s1)c1ccc2c(c1)OCO2
 : -5%	-13%	-12%	0%	46%[activator]	1%	3%	1	-4%
O=C(NC1C(=O)NNC1c1ccccc1)c1ccc(F)cc1 (stereo unspecified)
 : -19%[59 µM]	-21%	?	10%	38%	-12%	-2%	-1	5%
CCCN1CCN(C(=O)Cn2c(=O)oc3cc(S(=O)(=O)NCc4ccccc4)ccc32)CC1
 : -8%	-8%	2%[57.4 µM]	-8%	36%	-4%	-17%	3	7%
C(=N\N(c1ccccc1)c1ccccc1)/c1ccccn1
 : -3%	-10%	?	-4%	38%	8%	15%	-9	1%
COc1ccc2ccccc2c1/C=N/NC(=O)c1ccccc1F
 : 63%	6%	16%	-6%	11%	-18%	13%	-4	-35%
COc1ccc(O)c(/C=N/NC(=O)CSc2nnc(C)n2-c2ccccc2)c1
 : 6%[12.7 µM]	-14%	30%[activator]	11%	54%[activator]	24%	-3%	0	3%
O=C(CSc1ccc2nnc(CCNC(=O)c3ccccc3)n2n1)Nc1ccccc1
 : -35%	19%	-9%	2%	13%	-2%	3%	1	.
Cc1sc(N/N=C/c2cccs2)nc1-c1ccccc1
 : 45µM*	?	7%	-19%	?	25µM*	-15%	6	-27%
COc1ccc(-c2csc3ncnc(N4CCN(CCO)CC4)c23)cc1
 : 2%	-12%	11%	1%	-17%	-8%	9%	0	4%
CNc1nc(C)cc(C)c1S(=O)(=O)c1ccc(C)cc1
 : 85%[activator]	5%	0%	-14%	85%[activator]	31%	-1%	0	22%
NC(=O)c1nsc(C(=O)N(Cc2ccccc2F)C(C(=O)NCC2CCCO2)c2ccc(F)cc2)c1N (stereo unspecified)
 : 7%[59 µM]	8%	-4%	?	3%	-8%	-3%	-1	34%[activator]
O=C(CN1c2cccc3cccc(c23)S1(=O)=O)NCc1ccc(Cl)cc1
 : -28%[2.33 µM]	-20%	-22%	-3%	64%[activator]	24%	-1%	3	9%
CCCN1C(=O)C(O)(c2c(C)[nH]c3ccccc23)c2ccccc21 (stereo unspecified)
 : -15%[59 µM]	-19%	7%	10%	34%	-5%	11%	6	?
CCOc1cc(C2CC(=O)c3c(ccc4ccccc34)N2)ccc1O (stereo unspecified)
 : 49%[12.7 µM]	-15%	-13%	3%	9%	-10%	-7%	2	-6%
COc1ccc(/C=N/N2CCN(C3c4ccccc4-c4ccccc43)CC2)cc1O
 : ?	-44%	-11%	23%	?	?	9%	4	35µM*
Cc1cc(OCC(=O)OCC(=O)NCc2ccco2)ccc1Cl
 : -33%	-3%	-9%	-11%	24%	1%	2%	-1	-5%
O=C1CCC(C(=O)N2CCc3c(Cl)cccc3C2)CN1CCCN1CCOCC1 (stereo unspecified)
 : 40µM*	-8%	.	7%	37%	-1%	-2%	0	-12%

Arranged by length of the SMILES (ascending): some entries from above.
Every second line gives: G9a block	RGS4 inh	ALOX12 inh	GLS inhibitor	HP1b binding inh	JMJD2A Tudor inh	ERG-DNA inh	PI4K2A inh	BAZ2B inh
Cc1sc(N/N=C/c2cccs2)nc1-c1ccccc1
 : 45µM*	?	7%	-19%	?	25µM*	-15%	6	-27%
Cc1cc(OCC(=O)OCC(=O)NCc2ccco2)ccc1Cl
 : -33%	-3%	-9%	-11%	24%	1%	2%	-1	-5%
NC(=O)c1nsc(C(=O)N(Cc2ccccc2F)C(C(=O)NCC2CCCO2)c2ccc(F)cc2)c1N (stereo unspecified)
 : 7%[59 µM]	8%	-4%	?	3%	-8%	-3%	-1	34%[activator]

Other results:
Every second line gives: G9a block	RGS4 inh	ALOX12 inh	GLS inhibitor	HP1b binding inh	JMJD2A Tudor inh	ERG-DNA inh	PI4K2A inh	BAZ2B inh
CCOC(=O)C1=CN(Cc2ccco2)S(=O)(=O)NC1c1ccc(Br)cc1F (stereo unspecified)
 : .	-6%	-105%	11%	11%	-27%	1%	-2	.
CC(Sc1nncn1C)C(=O)NCCC1=CCCCC1 (stereo unspecified)
 : .	1%	-4%	6%	25%	1%	-8%	7	.
CCOc1ccc(OCC)c(NC(=O)CSc2nc3cccnc3n2C)c1
 : -19%	6%	15%	16%	9%	-22%	-2%	2	-33%
Cc1ccc(NC(=O)c2sc(Cl)nc2-c2ccccc2)cc1C
 : 8%[12.7 µM]	-3%	0%	15%	76%[activator]	25%	-4%	0	10%
Cc1cc(F)ccc1NC(=O)CCS(=O)(=O)c1ccc2c(c1)CC(C)N2C(=O)C1CC1 (stereo unspecified)
 : -6%[59 µM]	20%	-22%	-3%	10%	-6%	-5%	-1	-17%
COc1ccc2[nH]c(=O)c(CN(Cc3ccccc3OC)Cc3nnnn3CC3CCCO3)cc2c1 (stereo unspecified)
 : -8%	2%	-3%	0%	23%	-12%	0%	-2	16%
CCCOc1ccc(C(=O)NC(C)C(=O)O)cc1 (stereo unspecified)
 : -31%[59 µM]	10%	3%	5%	3%	-21%	5%	0	-5%
